# DSG3 Ab inh: inhibitors of pemphigus antibody binding to DSG3, primary screen, biochemical, bead-based, flow cytometry, scFv-GFP; Desmoglein-3 (Homo sapiens), P32926; DSG3-coupled beads, scFv-anti-DSG3-GFP binding; stronger effect = lower value; binding (percent of control), % at 10 µM; actives 0.48% (n = 310,000); AID 588358, 2011;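 active means binding more than 3 SD below its plate's average and above zero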;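 further: hits lower antibody fragment binding to DSG3; some compounds called inactive have numbers as strong as hits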
# Arr AP2 block: inhibitors of beta-arrestin/AP2 binding, primary screen, biochemical, GPCR trafficking, flow cytometry. beta-arrestin 1 C-terminal peptide binding to AP2 beta2-adaptin appendage (human). FITC-arrestin peptide / GST-AP2 beads; AP2 beta2 appendage carries R879A mutation. inhibition, % at 10 µM. actives 0.31% (n = 340,000);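 active means inhibition above a set limit, near 3 SD of compounds lacking own fluorescence, cut at about 54% in these data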;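 further: plate controls were DMSO wells for no effect and 5 µM unlabelled arrestin peptide for full effect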
#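 System: GST-AP2 R879A bound to glutathione beads, E. coli-expressed. Also added: 50 nM FITC-arrestin peptide. Schedule: compound with beads 12 min RT, then probe 1 h RT. Signal: bead flow cytometry, FITC channel. Read-out basis: percent response.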
# AddAB inh: growth inhibition of E. coli expressing H. pylori AddAB, primary screen, AddAB inhibitor project, absorbance; inhibition, % at 11.9 µM; actives 0.29% (n = 330,000); in the data active means inhibition above about 12%;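 further: 0% = vehicle wells of infected cells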
# SUMO Mot1 rescue: yeast Mot1-301 growth rescue at high temperature, primary screen, SUMOylation pathway inhibitor project, S. cerevisiae, ATP luminescence, 38.5C; growth rescue, % at 18.8 µM; actives 1% (n = 320,000); AID 2716, 2010; S. cerevisiae Mot1-301 growth rescue; percent above DMSO median, 100 means doubled;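 active means every valid replicate shows activation above 250% relative to neutral control wells; inactive means the rest, any valid replicate at or below 250%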;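 further: OY570 slx delta 5 strain wells were the positive control but not used for scaling; some compounds called inactive have numbers as strong as hits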
# OPRM1-OPRD1 inv: inverse agonists of MOR-DOR heterodimerization, primary screen, cell-based, luminescence | cell-based MOR-DOR heterodimer luminescence, inverse agonism | inhibition, % at 9.3 µM | actives 0.21% (n = 340,000) | AID 504357, 2011; in the data active means inhibition above about 22%, passing the limit was not always enough;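 further: 0% = cells with DMSO and 100% = wells without cells with DMSO; values of inactives mirror those of a sister screen read the other way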
# Target sequence (P35372 whole entry, looked up): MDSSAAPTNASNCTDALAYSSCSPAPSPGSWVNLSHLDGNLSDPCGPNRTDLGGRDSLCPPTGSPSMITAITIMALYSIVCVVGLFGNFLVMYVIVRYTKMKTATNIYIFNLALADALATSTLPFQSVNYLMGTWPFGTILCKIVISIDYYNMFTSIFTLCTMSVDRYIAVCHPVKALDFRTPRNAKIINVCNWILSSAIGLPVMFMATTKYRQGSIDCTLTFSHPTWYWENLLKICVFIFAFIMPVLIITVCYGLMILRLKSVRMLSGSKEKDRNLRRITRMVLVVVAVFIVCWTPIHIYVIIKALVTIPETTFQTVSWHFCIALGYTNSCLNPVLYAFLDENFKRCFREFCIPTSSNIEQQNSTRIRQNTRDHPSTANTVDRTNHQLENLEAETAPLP
# Target sequence (P41143 whole entry, looked up): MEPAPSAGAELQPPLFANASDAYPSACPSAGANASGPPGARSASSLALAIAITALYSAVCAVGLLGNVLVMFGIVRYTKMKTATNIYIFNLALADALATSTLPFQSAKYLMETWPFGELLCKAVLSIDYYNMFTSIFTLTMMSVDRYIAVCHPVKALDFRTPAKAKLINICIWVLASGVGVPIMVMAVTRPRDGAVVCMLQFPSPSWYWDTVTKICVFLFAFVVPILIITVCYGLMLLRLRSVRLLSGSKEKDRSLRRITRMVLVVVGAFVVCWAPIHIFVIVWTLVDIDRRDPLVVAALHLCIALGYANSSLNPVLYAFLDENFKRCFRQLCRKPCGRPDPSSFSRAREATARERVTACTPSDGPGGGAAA
# phage Ecoli inh: growth loss of phage-infected E. coli, primary screen, RecBCD inhibitor project, absorbance, with phage, HTS; inhibition, % at 11.9 µM; actives 0.26% (n = 360,000); AID 651602, 2012; in the data active means inhibition above about 11%
# MOR-DOR ag: agonists of OPRM1-OPRD1 heterodimerization, primary screen, cell-based, luminescence; Mu-type opioid receptor (Homo sapiens) + Delta-type opioid receptor (Homo sapiens), …; cells; activation, % at 9.3 µM; actives 0.3% (n = 340,000); in the data active means activation above about 18%;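 further: 0% = vehicle-treated cells and 100% = reference agonist; values of inactives mirror those of a sister screen read the other way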
# E coli growth: E. coli V3065 growth inhibition, primary screen, counter-screen for AddAB inhibitor project, absorbance, OD600. 18 h. inhibition, % at 11.9 µM. actives 0.27% (n = 330,000). AID 449728, 2010;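 active means inhibition above the campaign's mean inhibition across all tested compounds plus 3 SD, cut at about 9.9% in these data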;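 further: uninfected addAB+ strain grown without phage in ampicillin broth; 0% = DMSO wells and 100% = ciprofloxacin 0.95 µg/ml wells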
# Tat transport: E. coli Tat export inhibitors, primary screen, MC4100, TorA-mCherry reporter, fluorescence, single point | inhibition, % at 10 µM | actives 0.036% (n = 340,000);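 active means mean replicate inhibition at least 50% and at least half of replicates individually reaching 50%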;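 further: exported cargo escapes ClpAP degradation while cytoplasmic cargo is degraded and loses fluorescence; 0% = median of neutral control wells and 100% = median of NaSCN control wells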
# PfHsp90 set2: growth inhibition of PfHsp90-expressing yeast, primary screen, antimalarial PfHsp90 inhibitor project, S. cerevisiae, BacTiter-Glo luminescence, single point, set 2; AID 504621, 2011; BacTiter-Glo ATP, 48 h; yeast lacking PDR1 and PDR3 efflux regulators; actives 0.32% (n = 310,000); inhibition, % at 9.4 µM;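 active means every replicate shows inhibition above about 80%, whatever the replicate mean, limit read from the data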;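 further: 0% = DMSO neutral controls and 100% = 20 µM radicicol positive controls; yeast relying on Plasmodium falciparum Hsp90 in place of its own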
# PKA-R1A activ: activators of PKA-R1A holoenzyme, primary screen, biochemical, fluorescence polarization, Cy5-IP20, bovine R1A, mouse PKAc; cAMP-dependent protein kinase type I-alpha regulatory subunit (Bos taurus) + …; PKA-R1A dissociation; scaled: DMSO 0%, 113 µM cGMP 100%; activation, % at 11.4 µM; actives 0.083% (n = 340,000);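 active means percent activation above the mean of all tested compounds plus 3 SD, cut at about 19% in these data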;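 further: higher means more PKAc released from R1A so a rise in polarization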
# An asterisk follows results filed as active; . = not tested or not shown.
SMILES,DSG3 Ab inh,Arr AP2 block,AddAB inh,SUMO Mot1 rescue,OPRM1-OPRD1 inv,phage Ecoli inh,MOR-DOR ag,E coli growth,Tat transport,PfHsp90 set2,PKA-R1A activ
CC(C)NC[C@H](O)c1ccc(O)c(O)c1,94,18,0.2,6,-9,2.6,1.7,0.4,3,-7,-12
Cc1ccccc1OCC(=O)N/N=C/c1cn(Cc2ccccc2)c2ccccc12,102,3,-0.2,-21,-16,2.8,2.7,-0.8,-3,-21,0
COc1ccc(CCNc2nc(-c3sc(C)nc3C)cs2)cc1OC,100,24,-1.7,0,16,4.5,-3.3,-2.3,0,0,4
Cc1cc(NC(=O)c2ccc(Cl)cc2)n(CCOC(=O)c2ccc(Cl)cc2)n1,103,-8,0.9,37,-35,0.7,7.9,5.0,-6,3,-3
CC1CCCCC1NC(=O)CN1c2cccc3cccc(c23)S1(=O)=O (centres undefined),102,24,3.4,0,-15,1.6,3.8,-2.5,-4,0,-7
CCOC(=O)c1cc(-c2ccc(OC)cc2)nc2c1c(C)nn2CCC(N)=S,101,5,-2.4,12,26,4.2,-5.4,0.2,5,-10,-13
COc1ccc(OCC(=O)OCC(=O)NC2CC2)cc1,.,5,2.5,-10,6,1.2,-1.4,-2.2,-1,-9,-3
O=C(CCN1C(=O)/C(=C/c2ccccc2Cl)SC1=S)N1CCCC1,100,-1,2.4,-5,-1,0.6,0.1,1.7,1,-15,-3
Cc1ccc(NC(=O)c2ccc(S(=O)(=O)N3CCCCC3)cc2)cc1,105,-7,0.7,.,-8,2.0,1.4,-3.1,-5,.,-10
Cc1ccc(C(=O)OCC(=O)N2CCC(Cc3ccccc3)CC2)cc1N,95,33,-0.8,264,14,1.1,-2.9,0.2,-1,-6,3
COC(=O)[C@]1(C)N[C@H](CN(C)C(=O)c2ccc(F)cc2)[C@@H]2C(=O)N(Cc3ccccc3)C(=O)[C@@H]21,104,5,0.2,-10,-1,3.9,0.3,1.2,-3,10,8
CC(Sc1nccn1C)C(=O)c1c(N)n(C)c(=O)n(C)c1=O (centres undefined),102,31,1.9,-16,8,0.9,-1.2,-1.1,0,3,-2
CCN(CCn1cccn1)C(=O)c1cc(COc2ccccc2SC)on1,102,-12,.,6,11,0.8,-2.0,.,-1,8,-2
COC(=O)[C@H](CC(C)C)N(Cc1ccccc1)S(=O)(=O)N(Cc1ccc(OC)cc1)[C@@H](CC(C)C)C(=O)OC,112,-2,2.2,-1,-10,3.4,1.8,1.5,6,-3,-9
O=C(COC(=O)CNC(=O)c1cccc([N+](=O)[O-])c1)Nc1cccc(S(=O)(=O)N2CCCC2)c1,125,13,3.2,9,-7,-0.1,1.3,-0.6,1,17,4
OC1CCCC1,111,-2,3.9,26,8,2.7,-1.5,1.4,5,-1,-14
COc1ccccc1C=NN=Cc1ccccc1OC,96,-5,.,.,-2,3.7,0.3,.,5,4,-13
O=C(CN1C(=O)COc2ccccc21)Nc1ccc(F)cc1,101,-10,-0.1,25,-1,0.8,0.2,-1.4,0,-8,1
COC(=O)c1cccc(NC(=O)/C=C/c2cccc([N+](=O)[O-])c2)c1,101,31,2.3,-9,-2,-0.2,0.4,-0.3,0,-13,8
CC1CCCC(C)N1C(=O)CSc1nc2ccccc2c(=O)[nH]1 (centres undefined),105,-15,1.2,-18,5,1.1,-1.0,1.7,-2,25,-3
Cc1cc(C)cc(C(=O)NC(CC(N)=O)c2ccc(NC3CCCCCCC3)c([N+](=O)[O-])c2)c1 (centres undefined),101,-7,4.9,589,-4,1.8,0.8,0.5,2,-4,-4
CCO/C=C1\C(=O)N(CC)c2ccccc21,98,11,1.7,-10,13,3.4,-2.2,-1.8,-2,.,9
Cn1c2c(c(=O)[nH]c1=O)C(NC(=O)c1ccco1)(C(F)(F)F)C(=O)N2 (centres undefined),95,-2,-0.5,434,8,0.2,-1.4,-2.7,0,9,-3
O=S(=O)(N/N=C/c1ccc(F)cc1)c1ccccc1,102,25,0.7,4,6,4.8,-1.1,1.2,1,-5,0
CCc1ccccc1OCC(=O)Nc1ccc2c(c1)OCCO2,106,2,1.4,189,-12,2.6,1.5,-0.3,6,-12,9
O=C(CSc1nnnn1C1CCCCC1)NCCc1ccccc1,97,1,1.8,-4,-12,0.9,1.9,1.9,-1,.,-3
CCC(C)[C@H]1CNC(=O)C(=O)N1CCCc1cc(OC)c(OC)c(OC)c1 (some centres undefined),100,.,1.4,-9,4,-0.2,-0.7,0.2,4,-21,10
Cc1ccc(C)c(S(=O)(=O)N2CCN(c3nc(CN4CCOCC4)nc4sc(C)c(C)c34)CC2)c1,103,-6,-0.7,50,8,2.4,-1.5,-1.6,2,21,-3
CC(=O)n1nc(-c2ccco2)nc1SCc1ccccc1,112,11,2.1,-19,14,.,-2.9,0.2,2,-12,-12
CCN(CC)S(=O)(=O)c1cccc(-c2nnc(SCC(=O)NCCC3=CCCCC3)n2N)c1,95,-12,-0.8,-4,8,0.2,-1.5,-0.8,4,1,-4
CCOc1ccc2nc(SCC(=O)NC3CCCCC3)[nH]c2c1,110,-7,2.0,-5,20,1.4,-3.7,1.1,-8,0,3
CCOC(=O)CSc1nnc(C)c(=O)[nH]1,102,1,4.3,-4,11,3.4,-1.9,2.4,-5,11,5
Cc1ccc(S(=O)(=O)NCCC(=O)NCCCSc2ccccc2)cc1,.,16,1.8,0,-14,5.3,3.4,1.6,9,11,-4
Cc1cc(NC(=O)Cn2nnc(-c3ccccc3NC(=O)c3ccccc3F)n2)no1,109,-1,2.0,69,-12,1.8,1.4,0.4,14,5,6
Cc1ccc(/C=N/NC(=O)C(NC(=O)c2ccccc2)c2n[nH]c(=O)c3ccccc23)cc1 (centres undefined),116,19,-1.1,3,-6,2.0,1.0,0.0,-3,-6,-1
O=C(O)CCc1ccc(-c2ccc(Br)cc2)n1-c1cccc(O)c1,104,11,-1.0,24,-7,3.1,1.4,-2.1,4,-3,-7
Cc1cc(Oc2ccccc2)nc(OCC#N)n1,.,-2,1.7,-10,-5,1.7,0.8,-0.1,-6,.,-12
N#Cc1c(N)nc(N)nc1Nc1ccc(Br)cc1,90,-11,0.7,-6,11,0.8,-2.1,0.7,-4,4,-16
CCOC(=O)Nc1sc(NS(=O)(=O)c2ccccc2)nc1C,99,3,1.4,-11,11,3.4,-2.5,-1.1,1,33,0
COc1ccc(C(c2c(O)nc(SC)n(C)c2=O)c2c(O)nc(SC)n(C)c2=O)cc1O,98,7,0.3,-21,15,3.1,-2.5,1.4,-8,-20,5

# Quoted from above for reference:
SMILES,DSG3 Ab inh,Arr AP2 block,AddAB inh,SUMO Mot1 rescue,OPRM1-OPRD1 inv,phage Ecoli inh,MOR-DOR ag,E coli growth,Tat transport,PfHsp90 set2,PKA-R1A activ
O=C(O)CCc1ccc(-c2ccc(Br)cc2)n1-c1cccc(O)c1,104,11,-1.0,24,-7,3.1,1.4,-2.1,4,-3,-7
Cc1cc(Oc2ccccc2)nc(OCC#N)n1,.,-2,1.7,-10,-5,1.7,0.8,-0.1,-6,.,-12

# Later entries.
SMILES,DSG3 Ab inh,Arr AP2 block,AddAB inh,SUMO Mot1 rescue,OPRM1-OPRD1 inv,phage Ecoli inh,MOR-DOR ag,E coli growth,Tat transport,PfHsp90 set2,PKA-R1A activ
O=[N+]([O-])c1cc(Br)c2nsnc2c1N1CCOCC1,115,-13,1.8,32,-1,0.9,0.3,-0.3,8,-79,-8
CCCCCn1c(N(C)Cc2ccccc2)nc2c1c(=O)[nH]c(=O)n2C,102,4,0.7,17,-4,1.6,0.8,-2.0,2,6,-8
COc1ccccc1C(=O)NCCC(=O)N1CCN(S(=O)(=O)c2cccc(Cl)c2)CC1,.,-6,-0.6,161,10,0.8,-2.4,-1.9,4,21,0
Cc1ccc(-c2nc(NC(=O)c3nn(C)cc3[N+](=O)[O-])sc2C)cc1C,103,-1,-1.9,37,-80,-1.2,14,-2.9,-13,4,-2
CCCCNc1nc2ccccc2n1CC(=O)N1CCc2ccccc2C1,.,3,-2.6,21,.,1.2,.,-3.6,-2,.,0
O=C1c2ccccc2NC(c2ccccn2)N1c1ccc(Cl)cc1 (centres undefined),111,16,2.2,363,5,3.9,-0.8,4.2,2,4,9
O=C(NCc1ccco1)c1ccc2c(=O)n(CCC3=CCCCC3)c(=O)[nH]c2c1,99,42,5.5,.,3,1.2,-0.6,2.1,1,6,-2
CCOC(=O)Nc1ccc2c(c1)N(C(=O)N1CCN(C)CC1)c1ccccc1CC2,99,11,1.2,14,6,1.5,-1.3,-2.6,8,4,-12
O=C(NC1CCN(C(=O)Nc2ccc(F)cc2)CC1)c1ccccc1F,103,-7,2.5,-22,20,-0.1,-3.8,-0.5,3,-2,-9
CC(=O)Nc1cccc(/C(C)=N/Nc2nc3ccccc3s2)c1,101,-6,-0.1,-11,-2,1.3,0.5,-1.9,-3,4,-14
Cc1ccnc(NC(=O)CCC(=O)N(CC(=O)NCCc2ccccc2)Cc2ccco2)c1,99,3,.,.,13,-3.6,-2.9,.,6,-12,-2
CC(C)(C)NC(=O)CN(C(=O)CS(=O)CC(=O)Nc1ccc(F)cc1)c1ccc(Cl)cc1 (centres undefined),.,10,1.0,-11,0,2.0,0.0,2.8,-6,-28,2
CCCCn1c(N)c(N(CC(C)C)C(=O)c2c(CC)noc2C)c(=O)[nH]c1=O,103,6,-2.7,14,-37,0.5,5.6,0.3,18,.,7
CS(=O)(=O)Nc1ccc(C(=O)N2CCN(c3ccccc3F)CC2)cc1,102,-6,1.9,8,14,2.4,-2.7,1.1,0,8,6
Cc1ccc(N=C2NC(=O)/C(=C/c3cccn3C)S2)cc1C,104,43,5.9,18,.,1.6,.,1.3,.,.,.
COc1cccc2sc(NNC(=O)c3nc4ccccc4s3)nc12,101,-2,1.7,250,-4,4.2,0.8,-1.2,7,-116,-3
